Giardia kill – Small Molecules that selectively kill Giardia lamblia: qHTS. Giardia lamblia trophozoite viability. activity change, % at 7.66 µM, hits read low. 340,000 compounds, 0.15% hits. AID 540267, 2011; in the data active means activity change below about -80%; inconclusive means between about -30% and that limit;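 further: parasites exposed to compound for two days anaerobically before the ATP read; on the % scale 0 is the no-effect control and ±100 the full control effect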
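Luminescent ATP signal served as the viability read-out, measured 15-30 min after adding ATP detection reagent to trophozoites that had been incubated with compounds for 48 hrs at 37 deg C anaerobically at 100 cells/well.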
Gal4-VP16 FLuc – VP16 counterscreen qHTS for inhibitors of ROR gamma transcriptional activity; Potency, µM (highest dose often 53.6 µM), without a hit: top-dose activity, negative = inhibition, actives largely listed as inhibitors; Drosophila S2 Gal4-VP16 UAS-luciferase, luminescence, 20 h; AID 2546, 2010; 310,000 compounds, 3.5% hits;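 further: Gal4-VP16 expression switched on by copper sulfate through the metallothionein promoter; potency means the concentration at half of the fitted maximal effect; on the % scale 0 is the no-effect control and ±100 the full control effect; nearly all actives have a fitted effect of over 50% in size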
Rab9 prom act – qHTS Assay for Rab9 Promoter Activators; Potency, µM (top dose mostly 9.22 µM), without a hit: at the top dose activation, negative = inhibition, hits mostly activators; Huh7 Rab9 promoter-luciferase reporter, luminescence, 24 h; 320,000 compounds, 2.8% hits; further: potency means the concentration at half of the fitted maximal effect; % of control where 0% means no effect; nearly all actives have a fitted effect of over 60% in size
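Luciferase signal after 10 min detection reagent at ambient indicates Rab9 promoter upregulation; stably transfected Huh7 cells were treated 24 h with compound in DMSO at 37 °C, 5% CO2.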
Tb PFK block – qHTS Assay to Find Inhibitors of T. brucei phosphofructokinase; ATP-dependent 6-phosphofructokinase (Trypanosoma brucei brucei), O15648; T. brucei PFK, ADP-Glo luminescence; Potency, µM (series often up to 57.5 µM), inactives show at the highest dose activity, negative = inhibition, most hits filed as inhibitors; 330,000 compounds, 0.17% hits;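 further: potency means the concentration at half of the fitted maximal effect; 0% = uninhibited 1x PFK enzyme wells and -100% = no-enzyme wells; nearly all actives have a fitted effect of over 60% in size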
Target sequence (O15648 whole entry, looked up): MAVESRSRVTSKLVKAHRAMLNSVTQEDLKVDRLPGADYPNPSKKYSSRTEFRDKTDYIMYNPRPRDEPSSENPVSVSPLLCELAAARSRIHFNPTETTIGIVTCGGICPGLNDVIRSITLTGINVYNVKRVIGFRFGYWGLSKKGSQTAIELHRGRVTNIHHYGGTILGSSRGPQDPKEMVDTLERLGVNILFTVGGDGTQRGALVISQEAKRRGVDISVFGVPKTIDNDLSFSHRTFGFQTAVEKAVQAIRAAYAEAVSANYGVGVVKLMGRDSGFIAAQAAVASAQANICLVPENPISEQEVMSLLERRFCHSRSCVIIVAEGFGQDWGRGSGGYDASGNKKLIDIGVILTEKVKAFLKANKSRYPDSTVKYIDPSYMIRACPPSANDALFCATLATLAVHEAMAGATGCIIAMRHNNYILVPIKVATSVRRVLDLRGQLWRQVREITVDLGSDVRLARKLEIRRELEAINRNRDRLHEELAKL
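1.25 nM PFK with 0.5 mM F6P and 0.1 mM ATP in 0.1 M TEA pH 8.0, 5 mM MgCl2, incubated 45 min at room temperature; ADP measured by ADP-Glo luminescence; compounds titrated up to 57 uM.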
FBPA coupling cs – qHTS Assay for Inhibitors of Fructose-1,6-bisphosphate Aldolase from Giardia Lamblia: Coupling assay counterscreen; coupling enzyme system counterscreen, AmpLite Red fluorescence; activity change, negative = inhibition, % at 58.2 µM, hits read low; 290,000 compounds, 0.67% hits; in the data active means activity change below about -30%; further: on the % scale 0 is the no-effect control and ±100 the full control effect
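Final compound at 57.5 uM, incubated 10 min at RT with coupling enzyme reagent (glyceraldehyde-3-phosphate), then 20 min with substrate and AmpLite Red detection. Fluorescence read at 525/598 nm; tests interference with the coupling assay, not aldolase inhibition.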
ELG1 genotox – qHTS screen for small molecules that induce genotoxicity in human embryonic kidney (HEK293T) cells expressing luciferase-tagged ELG1 | HEK293T ELG1-luciferase reporter, luminescence, 16 h | Potency, µM (titrated, usually from 46 µM), for the others: at the top dose activity change, positive = activation, hits mostly activators | 330,000 compounds, 1.3% hits | AID 504466, 2011; further: potency means the concentration at half of the fitted maximal effect; % of control where 0% means no effect; nearly all actives have a fitted effect of over 60% in size
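Screening used a luciferase reporter fused to human ELG1 in HEK293T cells. Luminescence was read on a CCD plate imager after 16 hr exposure and 30 min ONE-Glo incubation.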
uPA generation – qHTS for Inhibitors of Cell Surface uPA Generation | cell surface uPA generation assay, qHTS | Potency, µM (highest dose often 38.3 µM), without a hit: at the highest dose activity change, negative = inhibition, most hits filed as inhibitors | 330,000 compounds, 0.31% hits; active means well fitted inhibition curve with a large enough effect; inconclusive means small, poorly fitted or top-dose-only effect; inactive means no such curve, though single readings can be large or run the other way; tested in mouse RAW 264.7 cells; further: potency means the concentration at half of the fitted maximal effect; on the % scale 0 is the no-effect control and ±100 the full control effect; nearly all actives have a fitted effect of over 55% in size
RORgamma inh – qHTS for inhibitors of ROR gamma transcriptional activity. AID 2551, 2010. Potency, µM (titrated, usually from 53.6 µM), for the others: at the highest dose activity change, negative = inhibition, most hits filed as inhibitors. Nuclear receptor ROR-gamma (Mus musculus), P51450. Drosophila S2 Gal4-RORgamma UAS-luciferase reporter, 20 h. 310,000 compounds, 5.4% hits; further: potency means the concentration at half of the fitted maximal effect; on the % scale 0 is the no-effect control and ±100 the full control effect; nearly all actives have a fitted effect of over 60% in size
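Stably transfected Drosophila Schneider cells are the test system, with ROR gamma fused to Gal4 and luciferase under UAS control; luminescence is read after 20 hr of 700 uM copper sulfate induction at ambient temperature.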
FLuc modulator – qHTS profiling assay for firefly luciferase inhibitor/activator using purifed enzyme and Km concentrations of substrates (counterscreen for miR-21 project); Luciferin 4-monooxygenase (Photinus pyralis), P08659; purified FLuc, Km substrates, luminescence inhibition; Potency, µM (series often up to 57.5 µM), for the others: at the top dose activity change, negative = inhibition, usual class: inhibitors; 360,000 compounds, 6.9% hits;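 further: potency means the concentration at half of the fitted maximal effect; plate controls were vehicle for no effect and reference inhibitor for full effect; nearly all actives have a fitted effect of over 55% in size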
Target sequence (P08659 whole entry, looked up): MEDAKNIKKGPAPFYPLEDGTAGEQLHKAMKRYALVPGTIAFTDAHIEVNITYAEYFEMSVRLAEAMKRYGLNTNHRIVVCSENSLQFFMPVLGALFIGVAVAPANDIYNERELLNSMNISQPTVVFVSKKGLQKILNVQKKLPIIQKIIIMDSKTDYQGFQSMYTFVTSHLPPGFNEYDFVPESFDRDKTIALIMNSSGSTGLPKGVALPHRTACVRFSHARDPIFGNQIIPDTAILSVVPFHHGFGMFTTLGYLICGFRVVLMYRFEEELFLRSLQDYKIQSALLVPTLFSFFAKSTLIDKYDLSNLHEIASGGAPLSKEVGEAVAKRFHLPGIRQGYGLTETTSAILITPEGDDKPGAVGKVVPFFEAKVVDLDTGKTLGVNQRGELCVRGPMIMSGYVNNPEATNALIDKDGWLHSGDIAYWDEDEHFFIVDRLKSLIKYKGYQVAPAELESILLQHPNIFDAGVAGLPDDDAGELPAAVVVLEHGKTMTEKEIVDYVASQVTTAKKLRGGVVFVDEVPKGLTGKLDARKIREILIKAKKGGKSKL
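Purified P. pyralis luciferase (10nM final) with 10uM D-luciferin and 10uM ATP (Km levels) in 50mM Tris acetate pH 7.5, 10mM Mg acetate, 0.01% Tween-20, 0.05% BSA; qHTS 6-point titration, ~60 µM downward; luminescence read.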
NPC1 promoter act – qHTS Assay for NPC1 Promoter Activators. Huh7 NPC1 promoter luciferase reporter, 24 h. Potency, µM (doses to about 9.22 µM), inactives show at the highest dose activation, usual class: activators. 320,000 compounds, 2.4% hits;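 further: potency means the concentration at half of the fitted maximal effect; % of control where 0% means no effect; nearly all actives have a fitted effect of over 60% in size; reporter is driven by a mutant NPC1 promoter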
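Cells: Huh7 expressing luciferase under the NPC1 promoter, 1500/well. Seeded 2 h, compound added, incubated 24 h at 37 °C. Luciferase reagent, 10 min ambient, then luminescence.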
KCNH2 3.1 inh – qHTS for Inhibitors of KCHN2 3.1: Mutant qHTS; U2OS KCNH2 3.1, thallium flux FluxOr; stronger effect = lower value; activity change, % (tested at about 1.8 µM); 340,000 compounds, 0.95% hits; AID 720553, 2013;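 active means maximum activity change below -70%; inconclusive means maximum activity change from -70% to -50%; inactive means maximum activity change above -50%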;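 further: thallium influx rate constant from kinetic fluorescence after stimulation buffer; on the % scale 0 is the no-effect control and ±100 the full control effect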
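Thallium flux via FluxOr fluorescence (Red40 quencher, 45 min loading) in U2OS cells virally expressing the KCNH2 3.1 isoform (1.77 x 10^8 /mL virus, overnight at 37 C). Rate constants from 2-min kinetic reads post-stimulation, normalised to positive and negative controls.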
Numbers without * were called inactive; ? = inconclusive; / = no result given; [ ] = remark or other dose. Unless noted, the call rests on the fitted dose curve; in most records, active means well fitted curve in the direction sought with a large enough effect; inconclusive means small, poorly fitted or top-dose-only effect, or another doubt; inactive means no such curve, though single readings can be large; an effect the other way counts as inactive or inconclusive.

SMILES	Giardia kill	Gal4-VP16 FLuc	Rab9 prom act	Tb PFK block	FBPA coupling cs	ELG1 genotox	uPA generation	RORgamma inh	FLuc modulator	NPC1 promoter act	KCNH2 3.1 inh
Cc1ccc(NC(=O)c2cc(S(=O)(=O)N3CCCC3)cn2C)cc1	-16	-14%	11%	1%	-3	1%	4%	5%	-2%	-1%	19
Cc1[nH]nc2c1C(C(C)C)C(C#N)=C(N)O2 (stereo not given)	-1	-2%	-6%	0%	2	-5%	-8%	7%	3%	1%	5
Cc1ccccc1-c1n[nH]c(=S)n1/N=C/c1c(C)nn(-c2ccccc2)c1C	-7	?	0%	0%	3	-9%	-7%	4.5µM*	1%	-2%	9
CCOc1ccc2nc(NC(=O)CN3CCN(CC)CC3)sc2c1	-26	4%	0%	-3%	2	3%	-3%	-5%	-18%	4%	-2
Cc1cccc(NC(=O)NCC(c2ccco2)N2CCCCC2)c1 (stereo not given)	7	-14%	1%	1%	-1	0%	2%	22%	?	1%	-2
Fc1cccc(-n2c(-c3cccs3)nc3nc4ccccc4nc32)c1	/	-13%	-1%	-1%	4	-1%	/	-12%	-1%	-6%	/
O=C(NCCCN1CCOCC1)/C(=C/c1cccnc1)NC(=O)c1ccccc1	-1	2%	-5%	5%	3	0%	-2%	20%	2%	3%	9
COc1ccc(NC(=O)c2ccc3c(c2)C(=O)N(Cc2cccnc2)C3=O)cc1	-2	12%	0%	1%	-1	-1%	-3%	-4%	-19%	0%	6
COc1cccc(NC(=O)CN(C)C(=O)c2ccc(COc3ccccc3)cc2)c1	17	/	-1%	0%	/	?	3%	/	-19%	10%	20
COc1cc(C(C(=O)NC2CCCC2)N(CCO)C(=O)Cn2nnc(-c3ccc(C)o3)n2)ccc1O (stereo not given)	7	7%	0%	3%	1	7%	3%	-18%	2%	-1%	-23
O=C(NCc1ccccc1)c1nccnc1CO	2	0%	-4%	-1%	3	-2%	3%	16%	-1%	1%	-4
CCn1c(CNc2ccc(Cl)cc2)nnc1SCC#N	?	6%	-2%	-4%	1	-2%	3%	-1%	0%	1%	6
CCCC(c1nnnn1CCOC)N1CCN(c2cccc(OC)c2)CC1 (stereo not given)	36[activator]	2%	5%	0%	-2	0%	4%	-1%	-2%	0%	-7
O=C(NCCCN1CCOCC1)c1csc2c1CCCC2	-11	-1%	3%	-2%	-7	3%	3%	-3%	-2%	6%	-9
O=C(NNC(=O)C1CC1c1ccccc1)c1ccccc1F (stereo not given)	-14	20%	16%	1%	3	1%	5%	-2%	0%	0%	9
COc1ccccc1C1C2=C(N=C3SCC(=O)N31)c1ccccc1CC2 (stereo not given)	5	-9%	-8%	-4%	1	-6%	5%	11µM*	0%	-2%	-1
CCOc1ccc2nc(Cl)c(CN(C(C)=O)C3CCCCC3)cc2c1	-1	-1%	9%	12%	4	1%	4%	37%	-1%	-8%	-18
COc1ccc(C(=O)NCCn2ccc3ccccc32)cc1	-2	/	1.4µM*	-12%	-3	?	1%	4%[0.365 µM]	11µM*	?	-6
Cc1ccc(NC(=O)COC(=O)c2nn(C)c(=O)c3ccccc23)cc1F	-26	/	/	-4%	/	2%	6%	/	/	/	-1
Cn1cc(CNC(=O)c2cc(COc3ccc4c(c3)CCCC4)on2)cn1	6	-7%	2%	2%	-1	-8%	-15%	?	?	-1%	-25
Cn1cc(CNC(=O)C2CCCCC2)cn1	14	/	0%	8%	1	0%	/	4%[0.365 µM]	-2%	1%	-6
CCn1c(CCNC(=O)c2ccc(Cl)c(Cl)c2)nnc1SCCOc1ccc(OC)cc1	-15	-24%	1%	0%	5	-11%	/	?	-1%	2%	-13
COc1ccc(-c2cc(C(F)(F)F)nc(-n3cc(Cl)cn3)n2)cc1	-15	?	-2%	-1%	2	-12%	-5%	?	0%	-8%	-16
CCC(C)Sc1nc2c(c(=O)n1C)SC(C)C2 (stereo not given)	5	16%	1%	-3%	3	7%	-6%	-14%	2%	0%	17
Cc1cccc(N=C2NC(=O)CS2)c1C	-8	-10%[0.365 µM]	-2%	1%	-4	6%	1%	-41%	-1%	2%	-7
C=CCc1cccc(CNn2cnnc2)c1O	-6	5%	1%	-5%	-1	2%	-1%	0%	-4%	0%	1
O=C(N/N=C/c1ccc2nccnc2c1)c1ccc(Br)cc1	15	-11%	-1%	-3%	0	4%	9%	9%	?	-1%	12
CCC(=O)N(CCC(Cc1ccccc1)c1ccc2c(c1)OCO2)Cc1ccccc1F (stereo not given)	5	-3%	0%	-4%	3	-10%	2%	?	-1%	0%	-79*
CC1(C)Cc2c(sc3nc(-c4ccccc4)oc(=O)c23)CO1	-13	18%	21%	1%	2	0%	8%	?	1.2µM*	27%	14
Cc1ccc(C(C)C)c(OCC(O)CN2CCc3ccccc3C2)c1 (stereo not given)	8	22µM*	1%	-1%	-1	0%	-4%	-6%	1%	-9%	1
COC(=O)c1ccccc1NC(=O)COc1ccc(S(=O)(=O)N2CCCC2)cc1C	16	-7%	0%	16%	5	4%	10%	15%	2%	-2%	2
CCN(CC)c1ccc(C(=O)c2cnc(/N=C/N(C)C)s2)cc1	0	-9%	10%	-1%	1	3%	6%	20%	17µM*	7%	-37
O=C(CN1C(=O)NC2(CCCCCCC2)C1=O)N1CCN(C(=O)c2ccco2)CC1	-3	-4%	1%	?	-2	-3%	5%	17%	6%	-2%	2
Cc1cccc(CCNC(=O)CC2C(=O)NCCN2Cc2ccc(F)c(F)c2)n1 (stereo not given)	5	16%	0%	6%	-14	2%	2%	-10%	-3%	1%	30
COc1ccccc1-c1n[nH]c(=S)n1-c1ccccc1	-8	?	4%	6%	3	-1%	-4%	11µM*	-17%	2%	-5
CCOC(=O)c1c(C)n(CC)c2ccc(OC(=O)c3ccc([N+](=O)[O-])cc3)cc12	7	10%	1%	3%	0	5%	-1%	5%	5%	1%	-32
COc1cc(/C=N/Nc2ccccc2[N+](=O)[O-])ccc1OC(=O)c1ccccc1F	8	2%	3.2µM*	-2%	-2	2.6µM*	4%	10%	9.5µM*	4µM*	/
COc1cccc(-c2nn(-c3ccccc3)cc2CN(C)C(C)c2ccncn2)c1 (stereo not given)	?	-20%	-5%	0%	-1	-9%	4%	?	-11%	-5%	-12
Cc1c(C(=O)N2CCOCC2)sc(NC(=O)c2ccccc2F)c1C#N	2	-8%	0%	-2%	5	0%	0%	5%	2%	5%	-20
COc1ccc(NC(=O)CCNC(=O)c2ccco2)cc1OC	15	-9%	-2%	4%	-1	3%	-1%	-21%	0%	4%	-3
CC(C)Oc1ccc(CN2CCC(n3nccc3NC(=O)CCc3ccccc3)CC2)cc1	-9	6%	-3%	-1%	0	-13%	-2%	-1%	-5%	2%	-106*
O=C(Nc1c2c(nn1-c1ccc(F)cc1)CS(=O)C2)c1ccc2c(c1)OCO2 (stereo not given)	1	-4%	7%	0%	/	-4%	-1%	-5%	17%	-4%	3
COc1cc(C(=O)NCCC(=O)N2CCCCC2)cc(OC)c1OC	7	0%	-1%	1%	3	3%	-4%	12%	-1%	4%	11
Cc1nc2c(C)cccc2c2c1COC2	8	1%	-6%	0%	3	0%	0%	-5%	-1%	0%	-29
COCCN(C(=O)Nc1ccc(OC)cc1OC)C1CCN(C(C)=O)CC1	-22	-4%	5%	0%	-4	1%	1%	1%	6%	-3%	-10
CCN1C(=O)C(=O)N(CC(=O)Nc2cc(C)ccc2C)C1=O	-3	/	-4%	0%	/	0%	-18%	/	/	4%	3
COc1ccc(C(=O)N2CCN(Cc3ccc(OC)c(OC)c3)CC2)cc1	-6	2%	3%	-6%	-1	-1%	0%	-12%	-1%	-5%	-17
COc1ccc(C(CNC(=O)CN(C)S(=O)(=O)c2ccc(C)cc2)N2CCCC2)cc1 (stereo not given)	-10	/	/	1%	/	-3%	-2%	/	/	/	4

Screens: PubChem, National Center for Advancing Translational Sciences (NCATS)
